# Source: PubChem (The Scripps Research Institute Molecular Screening Center)
# LYPLA1 counter = counter-screen for PME1 inhibitors: inhibitors of human LYPLA1; O75608; recombinant LYPLA1, FP-Rh probe fluorescence polarization; inhibition, % at 5.9 µM; hit rate 0.16% among 320,000; AID 2174;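 active means inhibition above the mean of all tested compounds plus 3 SD, set per campaign, cut at about 14% in these data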;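 further: inhibitors block serine hydrolase probe labeling of LYPLA1 so polarization falls; 0% = enzyme with DMSO and 100% = wells lacking LYPLA1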
# GSTO1 counter = GSTO1 inhibition, counter-screen for RBBP9 inhibitors; P78417; hit rate 1.1% among 300,000; inhibition, % at 5.96 µM; recombinant GSTO1, activity-based probe fluorescence polarization; AID 1974;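 active means inhibition above the campaign mean inhibition plus 3 SD, cut at about 35% in these data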;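 further: 0% = GSTO1-1 with DMSO and 100% = wells lacking GSTO1-1 enzyme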
# Target sequence (P78417 whole entry, looked up): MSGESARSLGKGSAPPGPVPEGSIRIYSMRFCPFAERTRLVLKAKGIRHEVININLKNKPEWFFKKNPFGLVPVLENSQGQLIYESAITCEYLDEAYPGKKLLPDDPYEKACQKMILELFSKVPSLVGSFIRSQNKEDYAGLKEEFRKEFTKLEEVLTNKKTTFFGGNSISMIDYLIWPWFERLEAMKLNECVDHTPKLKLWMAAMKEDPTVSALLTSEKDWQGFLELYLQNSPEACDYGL
# LYPLA2 inh = blocks human lysophospholipase 2, a PME1 counter-screen | AID 2177 | inhibition, % at 5.9 µM | O95372 | hit rate 0.38% among 320,000 | recombinant LYPLA2, FP-Rh probe fluorescence polarization;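 active means inhibition above the screen-wide mean plus 3 SD, limit set per campaign, cut at about 26% in these data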;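 further: 0% = LYPLA2 with DMSO and 100% = wells lacking LYPLA2 enzyme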
# pPAFAH FP inh = pPAFAH (human) enzyme inhibition. inhibition, % at 3.39 µM. recombinant pPAFAH, FP-rhodamine probe fluorescence polarization. hit rate 1.5% among 330,000;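 active means inhibition above the mean inhibition across the screen plus 3 SD, cut at about 25% in these data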;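 further: inhibitors block binding of the rhodamine activity-based probe so polarization drops; 0% = enzyme with DMSO and 100% = wells lacking pPAFAH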
# Target sequence (Q13093 whole entry, looked up): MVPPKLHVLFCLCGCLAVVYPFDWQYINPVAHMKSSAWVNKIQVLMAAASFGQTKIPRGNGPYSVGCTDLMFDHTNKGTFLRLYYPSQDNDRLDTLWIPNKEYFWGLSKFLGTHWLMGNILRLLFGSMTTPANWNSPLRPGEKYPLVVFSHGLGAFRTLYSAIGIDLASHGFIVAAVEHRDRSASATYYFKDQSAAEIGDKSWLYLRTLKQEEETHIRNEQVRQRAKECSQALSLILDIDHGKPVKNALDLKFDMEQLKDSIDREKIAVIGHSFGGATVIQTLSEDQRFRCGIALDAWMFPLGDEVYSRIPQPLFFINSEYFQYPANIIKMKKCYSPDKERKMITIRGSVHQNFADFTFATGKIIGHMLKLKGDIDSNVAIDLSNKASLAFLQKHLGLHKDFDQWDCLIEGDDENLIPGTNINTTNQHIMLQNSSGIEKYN
# PAFAH1B3 FP inh = PAFAH1B3 (human) inhibition | recombinant PAFAH1B3, FP-rhodamine probe, fluorescence polarization | Q15102 | inhibition, % at 3.39 µM | hit rate 0.28% among 340,000;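 active means inhibition above the screen-wide average of all tested compounds plus 3 SD, cut at about 25% in these data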;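 further: 0% = enzyme with DMSO only and 100% = wells lacking PAFAH1B3 protein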
# Target sequence (Q15102 whole entry, looked up): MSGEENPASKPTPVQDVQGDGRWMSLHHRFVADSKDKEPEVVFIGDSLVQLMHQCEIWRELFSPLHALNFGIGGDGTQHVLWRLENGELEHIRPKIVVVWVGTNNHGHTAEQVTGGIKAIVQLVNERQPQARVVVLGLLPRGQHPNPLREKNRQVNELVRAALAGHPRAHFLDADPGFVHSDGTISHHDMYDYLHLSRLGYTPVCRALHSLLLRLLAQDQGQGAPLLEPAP
# PREPL inh = human PREPL enzyme inhibition | recombinant PREPL, fluorescence polarization activity-based probe | inhibition, % at 5.96 µM | hit rate 0.68% among 320,000 | Q4J6C6; in the data active means inhibition above about 43%;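 further: 0% = enzyme with DMSO and 100% = wells lacking enzyme; many of its hits are not listed in these tables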
# PAD4 inh = blocks human protein arginine deiminase 4. recombinant PAD4, RCA probe fluorescence polarization. inhibition, % at 6.36 µM. hit rate 0.41% among 330,000;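 active means percent inhibition above a cutoff equal to the mean of all tested compounds plus 3 SD, cut at about 15% in these data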;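 further: 0% = PAD4 with RCA probe and DMSO and 100% = probe without PAD4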
# PME-1 primary = PME-1 (human) inhibition | Q9Y570 | recombinant PME-1, FP-Rh probe fluorescence polarization | inhibition, % at 5.9 µM | hit rate 0.53% among 320,000;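 active means inhibition above the campaign mean of all compounds plus 3 SD, cut at about 26% in these data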;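 further: competitive labeling of PME-1 active site by serine hydrolase directed probe; 0% = PME-1 with DMSO and 100% = wells lacking PME-1 enzyme; inhibitors block probe labeling so polarization falls and inhibition rises; many of its hits are not listed in these tables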
# PAFAH1B2 FP inh = PAFAH1B2 (human) inhibition | recombinant PAFAH1B2, FP-rhodamine activity probe, fluorescence polarization | inhibition, % at 3.39 µM | hit rate 1.2% among 340,000;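 active means inhibition above the mean of all tested compounds plus 3 SD, cut at about 24% in these data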;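 further: 0% = enzyme with DMSO and 100% = wells lacking PAFAH1B2; many of its hits are not listed in these tables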
# Active calls of the source: *; · = not tested or not shown.
SMILES,LYPLA1 counter,GSTO1 counter,LYPLA2 inh,pPAFAH FP inh,PAFAH1B3 FP inh,PREPL inh,PAD4 inh,PME-1 primary,PAFAH1B2 FP inh
Cc1cccc(NC(=O)CSc2nnc(CNC(=O)c3cccs3)o2)c1C,-0.3,-0.6,-0.2,0.1,5.7,-7.2,2.5,-3.2,1.9
Cc1ccc(/C=C2\SC(=S)N(CCC(=O)NNC(=O)c3cccnc3)C2=O)cc1,-1.9,38.6*,-2.7,-2.0,4.4,-31.7,-2.0,-9.5,1.5
CC12CCCCC1c1ccccc1C(=NCC(=O)O)N2 (centres undefined),1.0,-6.3,-4.8,3.6,6.2,-3.3,-6.2,-9.9,1.4
Cc1cccc(OCc2nnc(SCC(=O)NC3CCCCC3)n2C)c1,2.3,3.1,-0.9,-0.3,7.6,12.3,-5.4,-0.9,5.0
CSc1nc(Cl)c(Cc2ccc(OC(C)C)cc2)c(N(C)C)n1,-0.4,-1.6,1.2,0.0,1.5,13.7,-1.0,-6.1,-0.6
O=C(NCc1ccco1)c1cccc(S(=O)(=O)N2CCOCC2)c1,-1.6,-5.2,-1.5,3.0,3.4,0.6,-0.7,2.9,2.7
CCOC(=O)N1CCC(N2CCCC(C(=O)c3ccccc3OC)C2)CC1 (centres undefined),1.0,-1.5,6.1,4.0,1.6,7.8,0.5,0.6,1.2
[O-]c1c[n+](-c2ccc(-[n+]3cc([O-])on3)cc2)no1,0.4,5.3,-2.1,8.5,6.2,-1.4,0.5,4.6,-2.7
CCOC(=O)N1[C@@H]2C=C(C)[C@@H]2[C@@H]2[C@@H](C)C(=O)N21,-1.8,1.8,5.7,10.4,3.8,0.4,-4.9,-2.1,1.3
COC(=O)C1=C(N)Oc2cc(C)n(Cc3cccnc3)c(=O)c2C1c1cc(OC)ccc1OC (centres undefined),-1.4,-9.2,7.9,-2.2,3.4,-1.3,-1.2,0.1,-2.9
CCOC(=O)c1c(NC(=O)CC)sc(C(=O)N2CCCCC2)c1C,3.1,4.3,1.9,5.2,0.3,-5.6,-4.7,3.8,3.6
Cc1csc(NC(=O)c2ccc(Cl)cc2[N+](=O)[O-])n1,5.3,3.2,0.9,2.6,0.5,4.7,2.7,-0.2,6.4
Cc1cc(C)c(S(=O)(=O)c2ccccc2C)c(Cl)n1,0.3,0.0,-1.1,1.7,4.3,0.2,4.9,2.2,9.3
O=C(NC(=S)NC(c1ccccc1)c1ccncc1)c1ccccc1 (centres undefined),4.4,-2.2,2.7,8.6,-7.5,-1.3,1.4,4.3,-0.2
CCOCc1cc(C)[nH]c(=O)c1C#N,-1.1,-0.8,1.0,-1.3,4.4,-2.1,-2.2,-0.7,5.0
Cc1cccc(C)c1OCC1CNC(=O)O1 (centres undefined),0.5,4.7,0.6,-5.0,-6.5,5.0,-3.0,-1.9,0.5
Nc1ccc(-c2cc(-c3ccc(N)cc3)nc(-c3ccccc3)n2)cc1,-3.3,1.0,1.3,6.6,0.4,4.1,0.3,3.7,-1.0
O=c1[nH]nnc2c1sc1nc(N3CCOCC3)c3c(c12)CCCC3,3.1,2.4,0.9,2.5,4.8,-10.0,-6.3,-0.1,7.2
Cc1cccc(NC(=O)CNC(=O)Cc2ccc3c(c2)OCCO3)c1C,1.2,·,-8.9,3.0,-7.7,9.5,-2.2,-6.3,-2.6
CN1C(=O)CC(N2CCN(C(c3ccccc3)c3ccccc3)CC2)C1=O (centres undefined),-1.3,1.1,-1.2,-4.7,7.9,-2.1,4.7,-4.4,7.9
Cc1ccc(NS(=O)(=O)c2ccc3c(c2)N(C)CCO3)cc1,-0.8,0.0,-2.7,28.1*,-0.9,-2.7,0.0,16.3,10.9
COc1ccc(C(=O)Nc2ccc(S(=O)(=O)Nc3nccnc3OC)cc2)cc1OC,-1.6,-4.0,-0.2,1.0,12.1,-2.3,2.0,-4.1,-2.5
CCOc1ccccc1CNC(=O)CN1C(=O)CSc2ccc(S(=O)(=O)N3CCOCC3)cc21,-0.5,0.7,-9.9,4.0,3.6,0.4,3.1,2.0,4.6
Cc1nc([N+](=O)[O-])c(C(=O)OCc2ccccc2Br)n1C,1.9,5.0,4.4,9.9,8.3,2.4,-3.5,-2.3,-2.8
COc1ccc(CN2CCN(C(=O)Cn3nc(C(=O)O)c4ccccc4c3=O)CC2)cc1F,16.8*,0.8,57.1*,4.0,3.7,-15.6,-1.3,-1.5,5.0
N#Cc1c(-c2ccccc2)nc(-c2cccnc2)[nH]c1=O,-0.1,-4.6,-8.4,1.4,1.0,-2.4,-3.3,1.6,1.1
CC1CCCC(C)N1CCCNC(=O)Cn1ncc2c3ccccc3n(C)c2c1=O (centres undefined),2.8,-4.0,-1.6,-0.3,3.3,1.8,-1.3,9.2,3.1
O=C(Nn1cnnc1)c1cc2cc(Br)ccc2oc1=O,3.1,5.7,6.0,5.2,6.3,0.5,4.5,-3.1,4.7
O=S(=O)(c1ccc2c(c1)OCCO2)N(Cc1ccc(F)cc1)Cc1nnc(-c2cccs2)o1,-0.6,-5.8,2.9,5.1,2.8,-1.0,-3.0,2.1,8.8
O=S(CC1CC1(Cl)Cl)CC1CC1(Cl)Cl (centres undefined),-2.8,-1.5,-1.3,1.1,8.7,7.3,0.1,1.1,0.7
O=C(CC(c1ccccc1)c1ccccc1O)NCc1ccco1 (centres undefined),-0.9,-0.4,4.6,7.1,13.6,-3.4,0.5,-4.6,-0.1
COc1ccc(C(=O)N2CCN(c3nc(C4CC4)nc4sc(C)c(C)c34)CC2)cc1,2.5,3.0,6.4,1.4,-0.4,36.9,-2.1,0.2,-0.5
O=C(Cc1cccs1)NCc1ccc(Cl)cc1Cl,0.2,9.0,-3.9,6.5,5.4,13.0,-8.5,9.5,9.4
O=C(Cc1ccccc1)NNC(=O)C1CCCC1,-1.3,6.1,-7.4,-0.7,2.3,-0.5,4.3,-5.1,-2.4
O=C1/C(=C/c2ccccn2)SC(=S)N1c1ccc(O)cc1,-2.0,21.6,-7.3,2.0,3.9,2.8,0.9,-1.3,4.6
CNC(=O)CSc1nc2ccccc2c(=O)n1-c1cc(OC)ccc1OC,-0.8,1.8,-0.1,1.0,7.2,8.2,0.3,-1.9,4.1
CN(CC(=O)Nc1ccc(Cl)cc1F)C1=NS(=O)(=O)c2ccccc21,·,·,·,-1.7,9.7,14.6,-0.8,·,3.9
Fc1ccc(-n2cnnn2)c(F)c1,-1.7,7.6,0.2,-2.9,8.6,-4.3,6.1,3.1,3.8
NC(=O)C1CCCN(C(=O)c2ccc(S(=O)(=O)N3CCCCCC3)cc2)C1 (centres undefined),0.3,·,2.4,1.0,6.8,5.1,0.0,0.5,3.6
CCn1c(NCc2ccccn2)nc2c1c(=O)n(C)c(=O)n2C,0.5,-0.9,-4.7,2.1,-1.9,1.6,-2.9,-3.9,-0.6
CCOc1ccccc1NC(=S)N1CCN(c2nc(-c3ccc(F)cc3)cs2)CC1,-3.1,8.8,-11.6,3.2,-1.7,17.6,1.4,-1.8,-2.5
O=[N+]([O-])c1ccc(Sc2cc[n+]([O-])c3ccccc23)c([N+](=O)[O-])c1,-1.5,22.0,17.3,2.0,-15.2,4.9,7.4,4.4,5.4
O=C(C1CC1)N(Cc1nc2ccccc2c(=O)[nH]1)Cc1cccs1,1.8,-6.8,-7.2,0.2,1.3,-10.6,1.0,5.0,1.9
O=C1OCc2ccc(NC(=O)c3sccc3Cl)cc21,-0.1,6.0,8.6,1.9,5.5,25.9,4.7,-0.7,3.9
Cc1ccc(NC(=S)N2CCCC(c3nc4ccccc4[nH]3)C2)cc1 (centres undefined),-0.2,7.6,3.6,0.0,0.0,-4.3,-2.9,-0.4,7.4
Cc1ccc2sc(N(CCN(C)C)C(=O)/C=C/c3cccs3)nc2c1C,-3.9,-4.2,-6.2,3.4,3.6,6.0,-2.0,-2.3,1.8
Cc1nc2nc3c(c(=O)n2[nH]1)CCCC3,2.4,2.9,5.6,3.4,1.4,3.7,-3.9,-7.8,3.2
Cc1csc(NC(=O)C2CCN(S(=O)(=O)c3cccs3)CC2)n1,0.1,2.4,5.4,6.0,-3.0,10.3,1.3,1.2,-3.0
CCOc1cc(/C=C2/C(=O)ON=C2C)cc(Br)c1O,-0.3,-1.4,-5.0,-0.2,5.9,-3.0,1.6,0.6,-2.0
CN(C)CCn1c(C(=O)Nc2ccccc2)cc2ccccc21,-1.2,3.5,-1.1,0.2,3.6,-15.8,0.6,3.6,-3.3
C#Cc1ccc([C@H]2C=C(C(=O)NCc3nc4ccccc4[nH]3)O[C@@H](OCc3ccc(CO)cc3)C2)cc1,-25.4,-8.4,-44.0,-5.8,-37.9,1.1,-6.9,-28.7,-24.7
Cc1cc(C(=O)Nc2c(C)n(C)n(-c3ccccc3)c2=O)c2ccccc2n1,1.3,2.5,5.0,3.8,6.1,0.9,0.0,-7.4,-4.0
CCN(CC)C(=O)CSc1nnc(CCCCCNC(=O)OC(C)(C)C)o1,-1.3,0.9,-1.4,0.0,-3.7,6.4,1.8,-2.6,0.4
CCn1c(CCC(=O)O)nc2cc(S(=O)(=O)N3CCOCC3)ccc21,·,·,·,2.9,6.5,12.3,-10.6,·,3.0
Cc1ncc(CN2CCC(CO)(Cc3ccccc3)CC2)s1,-1.6,-7.9,-4.9,0.3,3.4,10.2,-3.1,-2.8,5.4
CCc1ccc(NC(=S)N(CCCN2CCOCC2)Cc2ccccn2)cc1,4.6,5.4,2.2,4.2,12.4,8.2,0.5,-6.8,0.8
O=C1SCC(c2ccccc2)=NN1Cc1ccccc1,-3.5,-4.8,13.9,9.4,6.1,-9.7,-3.4,0.1,-1.2
O=C(NCCCN1CCOCC1)/C(=C/c1cccs1)NC(=O)c1ccccc1,2.0,6.6,0.5,0.0,9.5,13.5,2.0,-6.4,3.6
CC(=O)OCC(=O)Nc1ccc(Br)c(C)c1,-0.1,4.1,5.6,-0.8,1.2,7.5,-4.7,-5.1,0.3
CCc1nnc(NC(=O)C2Cc3ccccc3C(=O)O2)s1 (centres undefined),-2.8,1.1,-2.0,-2.2,9.5,13.9,-1.8,5.7,3.7

# The listing continues:
SMILES,LYPLA1 counter,GSTO1 counter,LYPLA2 inh,pPAFAH FP inh,PAFAH1B3 FP inh,PREPL inh,PAD4 inh,PME-1 primary,PAFAH1B2 FP inh
CC(C)C(=O)NC(c1ccccc1)c1cc([N+](=O)[O-])c2cccnc2c1O (centres undefined),-5.0,4.7,-3.7,34.2*,-3.8,-0.5,-10.6,4.2,-0.2
Cc1nnc(SCC(=O)NCCN2C(=O)CSC2=O)n1-c1ccccc1,0.2,0.9,4.0,0.0,5.3,-1.2,-2.0,0.3,2.7
c1ccc(CNC23CC4CC(CC(C4)C2)C3)nc1,-1.6,3.7,2.9,3.6,-1.1,1.8,0.2,10.4,-2.4
Cc1ccc(-n2c(SCC(=O)N/N=C/c3c(C)nn(-c4ccccc4)c3C)nc3ccccc3c2=O)cc1,0.5,2.2,0.6,-2.9,1.9,6.8,1.2,-49.0,1.1

# Pulled by structure from the list above, 2 records:
SMILES,LYPLA1 counter,GSTO1 counter,LYPLA2 inh,pPAFAH FP inh,PAFAH1B3 FP inh,PREPL inh,PAD4 inh,PME-1 primary,PAFAH1B2 FP inh
Cc1ccc(-n2c(SCC(=O)N/N=C/c3c(C)nn(-c4ccccc4)c3C)nc3ccccc3c2=O)cc1,0.5,2.2,0.6,-2.9,1.9,6.8,1.2,-49.0,1.1
c1ccc(CNC23CC4CC(CC(C4)C2)C3)nc1,-1.6,3.7,2.9,3.6,-1.1,1.8,0.2,10.4,-2.4

# Only part of the results is shown, so the mix of outcomes need not match the whole.
